# Screening results as filed in PubChem.
# Jurkat NFkB inh = inhibitors of induced NF-kB luciferase reporter, primary screen, TCR NF-kB activation inhibitor project, cell-based, luminescence, uHTS; Jurkat, PMA/ionomycin-induced NF-kB luciferase reporter; 0.53% of 330,000 active; inhibition, % at 4 µM; in the data active = inhibition above about 50%
# tim23-1 inh = growth inhibitors of tim23-1 mutant yeast, primary screen, luminescence, uHTS. S. cerevisiae tim23-1 growth, BacTiter-Glo luminescence, 24 h. inhibition, % at 20 µM. 1.3% of 330,000 active. AID 463212, 2010;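 active = growth inhibition of the mutant yeast at or above 50%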;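 also: temperature-sensitive mutant grown at 25 °C; plate controls were DMSO-treated mutant yeast for no effect and medium wells lacking yeast for full effect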
# UPR XBP1 act = activators of adaptive XBP1 UPR arm, primary screen, cell-based, CHO-XBP1 luciferase reporter, luminescence, uHTS | IRE1-XBP1 UPR activation; percent of tunicamycin response, DMSO as zero | activation, % at 20 µM | 0.33% of 330,000 active;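 active = versus positive control, 20 µM dose yields 30% or more activation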;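 also: 100% = tunicamycin at 10 µg/mL and 0% = DMSO only wells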
#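 Test system: CHO-XBP1 luciferase reporter cells | Buffer or medium: Serum-containing F12 medium, 10% FBS | Schedule: 6 h compound exposure at 37 °C, 5% CO2 | Detection: Steady-Glo luciferase glow luminescence, 10 min after reagent addition | Read-out basis: Activation, % of tunicamycin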
# TIM10 inh = growth inhibitors of isogenic TIM10 control yeast, primary screen, counter-screen for tim10-1 yeast inhibitor project, luminescence, uHTS; S. cerevisiae TIM10 strain growth, BacTiter-Glo luminescence, 24 h; inhibition, % at 10 µM; 1.4% of 330,000 active;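 active = inhibition of 40% or more at the single tested concentration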;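 also: wild-type TIM10 isogenic control strain grown at permissive 25 °C; 0% = DMSO yeast wells and 100% = minimal medium wells without yeast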
# 697 NFkB inh = inhibitors of PMA/ionomycin-induced NF-kB reporter, 697 cells, primary screen, B-cell NF-kB inhibitor project, cell-based, luminescence, uHTS; inhibition, % at 4 µM; 697 B-cell NF-kB luciferase reporter, 16 h; 0.33% of 330,000 active; AID 435022, 2010; in the data active = inhibition above about 35%
# tim10-1 inh = growth inhibitors of tim10-1 mutant yeast, primary screen, luminescence, uHTS; inhibition, % at 20 µM; 2.2% of 330,000 active; S. cerevisiae tim10-1 ts strain growth, BacTiter-Glo, 24 h;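 active = inhibition of at least 40%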;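 also: mutant grown at 25 °C; 0% = DMSO wells with yeast and 100% = wells holding no yeast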
# CHOP UPR activ = activators of apoptotic CHOP UPR arm, primary screen, cell-based, CHO-CHOP luciferase reporter, luminescence, uHTS. UPR activation; percent of tunicamycin response over DMSO baseline. 0.34% of 330,000 active. activation, % at 10 µM. AID 449763, 2010;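 active = at 10 µM dose, activation of 40% or more, normalized to positive control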;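 also: 100% = tunicamycin at 10 µg/mL and 0% = DMSO alone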
#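 System: CHO CHOP reporter cells. Amount: 500 cells per well. Buffer or medium: F12 medium, 10% FBS. Compound dosing: one dose, 10 µM in 0.5% DMSO. Incubation: 6 h compound exposure at 37 °C after overnight seeding. Technique: Steady-Glo luciferase luminescence. Benchmarks: tunicamycin and DMSO controls.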
# Mdm2 MdmX PPI = inhibitors of human Mdm2-MdmX association, primary screen, cell-based, luminescence, split luciferase, SaOS-2, uHTS; Protein Mdm4 (Homo sapiens) + E3 ubiquitin-protein ligase Mdm2 (Homo sapiens), …; SaOS-2 split-luciferase Mdm2/MdmX complementation; inhibition, % at 8 µM; 3% of 330,000 active;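 active = inhibition of at least 50% at 8 µM in the primary screen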
# Target sequence (O15151 whole entry, looked up): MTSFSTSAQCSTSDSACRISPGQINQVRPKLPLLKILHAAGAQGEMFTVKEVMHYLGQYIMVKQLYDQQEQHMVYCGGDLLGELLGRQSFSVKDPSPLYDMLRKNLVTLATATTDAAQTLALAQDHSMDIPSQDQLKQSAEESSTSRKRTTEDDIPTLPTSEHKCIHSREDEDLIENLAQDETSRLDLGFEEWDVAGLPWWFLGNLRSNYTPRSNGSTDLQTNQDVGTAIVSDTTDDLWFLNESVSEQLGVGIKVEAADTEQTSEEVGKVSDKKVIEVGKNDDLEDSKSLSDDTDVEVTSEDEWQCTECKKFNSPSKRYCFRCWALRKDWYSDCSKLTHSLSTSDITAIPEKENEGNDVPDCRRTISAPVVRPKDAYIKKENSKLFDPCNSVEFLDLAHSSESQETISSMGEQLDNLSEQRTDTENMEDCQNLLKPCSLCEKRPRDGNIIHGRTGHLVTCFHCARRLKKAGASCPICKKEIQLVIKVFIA
# Target sequence (Q00987 whole entry, looked up): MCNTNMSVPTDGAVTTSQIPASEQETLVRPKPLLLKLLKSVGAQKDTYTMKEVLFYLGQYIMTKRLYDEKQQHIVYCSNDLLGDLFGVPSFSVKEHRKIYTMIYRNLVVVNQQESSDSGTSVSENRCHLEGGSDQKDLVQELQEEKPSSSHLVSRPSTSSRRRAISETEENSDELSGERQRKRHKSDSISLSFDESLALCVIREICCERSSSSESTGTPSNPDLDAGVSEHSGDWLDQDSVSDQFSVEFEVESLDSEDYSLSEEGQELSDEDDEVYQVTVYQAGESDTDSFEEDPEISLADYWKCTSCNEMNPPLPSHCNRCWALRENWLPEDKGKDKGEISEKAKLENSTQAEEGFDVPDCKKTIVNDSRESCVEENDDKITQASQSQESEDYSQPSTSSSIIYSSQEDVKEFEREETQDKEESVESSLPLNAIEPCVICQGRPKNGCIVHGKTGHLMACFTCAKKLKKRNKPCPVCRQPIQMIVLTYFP
# An asterisk follows results filed as active.
# Preview (six entries):
SMILES,Jurkat NFkB inh,tim23-1 inh,UPR XBP1 act,TIM10 inh,697 NFkB inh,tim10-1 inh,CHOP UPR activ,Mdm2 MdmX PPI
O=C(NCc1ccc(-c2csnn2)cc1)c1cccs1,7,-7,-1,-8,4,-10,-0.1,30
Cc1cc(C)c(-n2c(SCC(=O)N3CCOCC3)n[nH]c2=O)c(C)c1,-12,12,-1,-7,-5,8,-0.4,10
Cc1cc(C)n(-c2ccc(NC(=O)C3CCCCN3C(=O)c3occc3C)cc2)n1 (stereo not drawn),12,-2,-3,8,16,13,1.0,-1
CN(C(=O)COC(=O)CNC(=O)CNC(=O)c1ccc(Cl)cc1Cl)c1ccccc1,7,8,5,-6,8,3,0.1,16
O=C(C1CCN(Cc2ccc(Cl)cc2)CC1)N1CCN(C(c2ccccc2)c2ccccc2)CC1,6,0,-3,-48,-11,-33,1.4,56*
CCc1cc2c(=O)oc(-c3ccc(Br)cc3)nc2s1,14,21,2,21,-7,0,4.0,7

# The whole of this part, from the first entry:
SMILES,Jurkat NFkB inh,tim23-1 inh,UPR XBP1 act,TIM10 inh,697 NFkB inh,tim10-1 inh,CHOP UPR activ,Mdm2 MdmX PPI
O=C(NCc1ccc(-c2csnn2)cc1)c1cccs1,7,-7,-1,-8,4,-10,-0.1,30
Cc1cc(C)c(-n2c(SCC(=O)N3CCOCC3)n[nH]c2=O)c(C)c1,-12,12,-1,-7,-5,8,-0.4,10
Cc1cc(C)n(-c2ccc(NC(=O)C3CCCCN3C(=O)c3occc3C)cc2)n1 (stereo not drawn),12,-2,-3,8,16,13,1.0,-1
CN(C(=O)COC(=O)CNC(=O)CNC(=O)c1ccc(Cl)cc1Cl)c1ccccc1,7,8,5,-6,8,3,0.1,16
O=C(C1CCN(Cc2ccc(Cl)cc2)CC1)N1CCN(C(c2ccccc2)c2ccccc2)CC1,6,0,-3,-48,-11,-33,1.4,56*
CCc1cc2c(=O)oc(-c3ccc(Br)cc3)nc2s1,14,21,2,21,-7,0,4.0,7
CN(C)CCNCc1ccccc1OC1CCCC1,-2,-56,0,-26,20,-2,-0.6,-4
COc1ccc(-c2nc(SC(C)C(=O)NC3CC3)n[nH]2)cc1 (stereo not drawn),9,18,-3,6,8,9,2.1,9
COc1cccc(/C=N/NC(=O)c2cnccn2)c1,8,9,3,-3,-60,9,5.7,3
COC(=O)C(Cc1ccc(O)cc1)NC(=O)C1CCN(S(=O)(=O)c2ccc(C)cc2)CC1 (stereo not drawn),-2,3,3,0,19,-1,0.6,13
CC(=O)Nc1nc(NC(=O)C(Cl)(Cl)Cl)n(-c2ccccc2)n1,6,2,1,-6,7,-3,0.9,-33
O=c1c(C(c2ccccc2)c2c(O)nc3n(c2=O)CCS3)c(O)nc2n1CCS2,10,3,-1,-1,17,-3,-0.7,-4
COc1ccc(Cc2nc3ccc(C(=O)N4CCN(C)C(C)C4)cc3o2)cc1OC (stereo not drawn),31,3,-3,3,-49,6,-0.5,-1
Cc1ccc(Sc2c(C)nn(C(=O)c3cccc(S(=O)(=O)N4CCOCC4)c3)c2C)cc1,-29,37,2,33,19,34,-0.3,9
O=C(O)c1cccc(NC(=S)NC(=O)c2cncc(Br)c2)c1,10,1,-2,1,-12,-8,-0.6,-5
O=C(CCSCCc1ccccn1)Nc1cccc([N+](=O)[O-])c1,1,16,6,19,8,17,-1.7,13
CC12CCC(C(=O)N(NC(=O)c3ccc(O)cc3)C1=O)C2(C)C (stereo not drawn),10,6,-2,4,17,-5,-1.6,3
Cc1nc2scc(-c3ccccc3)c2c(=O)o1,2,-13,-2,-14,2,-13,1.5,4
O=C(CNC(=S)N(Cc1ccccc1)Cc1ccccc1F)NCCc1ccc(Cl)cc1,-3,13,-3,18,-23,35,0.1,4
Nc1nonc1-n1nnc(C(=O)O)c1-c1cccs1,7,21,-2,4,-15,7,-0.5,-16
Cc1nc(N)[nH]c(=O)c1Oc1cccc(C(F)(F)F)c1,-5,-3,-4,-8,-7,-21,-1.8,17
O=C(c1cccc(C(F)(F)F)c1)N(c1ccccn1)C1CCCCC1,-14,28,-5,12,6,33,-0.6,1
COc1ccc2nc(SCC(=O)NC3CCCCC3)[nH]c2c1,15,8,-3,2,11,-10,2.9,17
CCN(CC)CCCNC(=O)CN1C(=O)CSc2ccc(S(=O)(=O)N3CCOCC3)cc21,-20,5,-2,-2,-7,13,-0.7,-6
CN(Cc1ccco1)C(=O)c1ccc(CNS(=O)(=O)c2ccc3c(c2)C(C)(C)C(=O)N3C)cc1,8,11,0,13,4,7,2.5,-18

# Next records
SMILES,Jurkat NFkB inh,tim23-1 inh,UPR XBP1 act,TIM10 inh,697 NFkB inh,tim10-1 inh,CHOP UPR activ,Mdm2 MdmX PPI
Clc1ccccc1-c1nc2nc3ccccc3nc2n1-c1ccc2c(c1)OCO2,7,42,-2,25,6,18,1.4,-2
COc1ccc(C2CCCN2C(=S)Nc2ccccc2C)cc1OC (stereo not drawn),12,5,2,1,-4,20,-2.6,9
Cc1cnc(C(=O)OCC(=O)N2CCc3ccccc3C2)cn1,4,0,2,4,15,3,-4.3,9
CC(C)(C)NC(=O)CN(C(=O)CNC(=O)c1cccs1)c1ccc2c(c1)OCCO2,-6,-7,-4,-11,13,-5,-2.9,6
CCOCCCNC(=O)CSCc1nc(-c2ccc(SC)cc2)oc1C,4,15,-5,2,23,20,-6.2,3
COc1ccc(CCNC(=O)C2CCCN(C(=O)c3ccc(Cl)cc3)C2)cc1 (stereo not drawn),-2,19,0,-4,3,12,0.9,-14
COc1ccc(N2C(=O)CC(N(CCc3ccc(S(N)(=O)=O)cc3)C(=S)Nc3ccccc3)C2=O)cc1 (stereo not drawn),15,4,1,10,16,-11,-0.1,-8
CCOc1ccccc1N1CCN(c2nc3ccccc3nc2C(C#N)C(=O)OC)CC1 (stereo not drawn),8,24,-6,12,5,20,1.6,71*
COc1ccc(NC(=O)CN(C)CC(=O)Nc2cccc(S(=O)(=O)N(C)c3ccccc3)c2)cc1,-11,2,-3,-11,-10,9,-1.3,8
CCCCn1c(NCc2ccccc2NS(=O)(=O)c2ccc(C)cc2)nc2ccccc21,6,20,-7,7,8,10,0.9,20
Cn1cccc1C(=O)NNC(=O)COc1ccccc1F,-43,6,-3,8,-37,1,1.9,-10
CC(Sc1nccn1C)C(=O)c1ccc(Br)cc1 (stereo not drawn),4,-9,8,5,9,5,2.9,-4
O=[N+]([O-])c1ccc(N/N=C\c2cccnc2)nc1,-8,-5,4,5,-10,-3,1.1,-4
O=C(CN1C(=O)c2cccc3cccc1c23)NCc1ccc2c(c1)OCO2,1,14,0,11,13,25,0.3,13
N#Cc1nc(-c2ccccc2Cl)oc1N1CCN(C(=O)c2ccco2)CC1,-18,5,-1,7,6,-6,-0.6,9
Cn1nnnc1Sc1ncnc2scc(-c3cccc(Br)c3)c12,13,15,-5,11,-54,14,14,96*
CCNC(=O)CC1C(=O)N(c2ccc(F)cc2)C(=S)N1CCc1ccncc1 (stereo not drawn),-4,6,2,-15,15,11,1.6,-10
CC(C)OCC(O)CS(=O)(=O)Cc1ccccc1 (stereo not drawn),6,-2,-1,6,6,-1,-1.8,-8
Cc1ccccc1OCC(=O)Nc1cccc(N(C)S(C)(=O)=O)c1,-27,5,0,-4,1,16,1.3,-6
CC1CCCc2sc3nc(NCc4ccco4)n4ncnc4c3c21 (stereo not drawn),-1,50*,3,18,-15,33,2.7,37
COC(=O)CSc1nnc(C)n1-c1cccc(C#N)c1,-11,32,1,7,7,7,0.7,-8
O=C(CCC(=O)c1ccc(F)cc1)Nc1cccc(C(F)(F)F)c1,-15,24,2,5,0,10,-1.2,1
O=C(/C=C/c1ccc([N+](=O)[O-])cc1)NCc1cccnc1,17,9,-7,4,4,5,1.5,14
COc1cc(N)c(Cl)cc1C(=O)OCC(=O)NC(=O)NCc1ccco1,7,-9,-2,-6,11,-17,0.2,0
FC(F)(F)c1ccc(N=Cc2sc(N3CCOCC3)nc2-c2ccccc2)cc1,3,15,-1,7,11,22,-0.1,29

# Carrying on:
SMILES,Jurkat NFkB inh,tim23-1 inh,UPR XBP1 act,TIM10 inh,697 NFkB inh,tim10-1 inh,CHOP UPR activ,Mdm2 MdmX PPI
Cc1cc(Br)c2[nH]c3c(c2c1)CCCC3=O,-1,35,-5,2,10,14,0.2,25
Cc1ccc(NC(=O)CCCOc2ccccc2)cc1S(=O)(=O)N1CCOCC1,8,1,-1,-8,0,1,1.4,10
CC1CCN(S(=O)(=O)c2ccc3c(c2)CCN3C(=O)C2CCC2)CC1,27,21,-3,20,-30,22,-2.0,3
COc1ccc(OCc2nn3c(-c4cccc(OC)c4)nnc3s2)cc1,-13,22,-1,-2,3,11,0.0,6
COC(=O)CC(C(=O)Nc1cc(C(=O)OC)cc(C(=O)OC)c1)N1CCN(C)CC1 (stereo not drawn),-10,12,-1,-12,12,5,0.3,18
Nc1ccc2oc(C3CCCCC3)nc2c1,-84,22,3,3,-2,20,2.4,-41
COc1ccccc1C(c1nnnn1Cc1ccco1)N1CCN(c2cccc(C)c2C)CC1 (stereo not drawn),-12,41,1,17,0,28,-1.4,-27
O=S(=O)(c1ccc2ccccc2c1)N1CCN(S(=O)(=O)N2CCCCC2)CC1,2,-6,0,-8,7,11,-0.1,12
COc1cc(C2C(C(=O)OC(C)C)=C(C)Nc3ncnn32)cc(OC)c1OC (stereo not drawn),1,11,3,-3,-18,10,2.3,9
Cc1ccc2nc(N3CCN(C(=O)c4cccs4)CC3)c(C#N)cc2c1,-4,32,-1,38,-19,10,-1.1,7
O=S(=O)(c1ccc(N=C2NN=C(c3cc(F)ccc3F)CS2)cc1)N1CCOCC1,2,27,-3,19,-15,25,0.0,37
CCOc1ccc(NC(=O)CSc2nnc(C3CC3)n2N)cc1,12,5,1,4,-4,8,1.9,-14
CN(C)CCCN(Cc1ccccc1)C(=S)Nc1ccc(SC(F)F)cc1,-4,-11,0,10,-4,10,1.2,28
CCC(C)NCCOCCOc1ccc(Cl)c2ccccc12 (stereo not drawn),11,8,6,18,-2,7,0.2,47
Cc1ccc(/C=C/C(=O)NCc2cccs2)o1,1,10,0,-3,-1,11,-0.4,11
CCOc1ccc(S(=O)(=O)/N=C(/c2ccccc2)N(C)C)cc1,-2,14,-3,1,13,9,-0.9,-10
O=C(Nc1ncccc1Cl)c1cc2ccccc2o1,-134,12,-4,4,5,2,0.2,-41
Cc1oc(-c2ccccc2F)nc1CN1CCC(C(=O)NC2CCCc3ccccc32)CC1 (stereo not drawn),5,-5,-2,-7,-4,12,-0.3,39
O=C(NCCc1cccs1)c1cccs1,-68,2,-1,-23,-32,-13,2.3,-20
O=[N+]([O-])c1ccc(/C=N/Nc2ccccn2)cc1,-43,-12,2,-2,-34,5,5.9,-31
Cc1nn(C)c(C)c1S(=O)(=O)N(CC(=O)NCCCN1CC(C)CC(C)C1)c1ccc(C(C)C)cc1 (stereo not drawn),-7,0,-2,4,-19,-9,1.9,9
O=C(Nc1ccc(C(=O)O)cc1)/C(=C\c1ccc2c(c1)OCO2)NC(=O)c1ccco1,8,-10,-4,-1,4,-1,-1.7,26
O=C(O)c1ccc2c(c1)C(=O)N(c1cc(C(=O)O)ccc1Br)C2=O,5,-5,1,9,-5,12,-1.3,15
